SMN2 splice up: SMN2 splice variant enhancement; 210,000 tested, 2.8% active; HEK293 SMN2-luciferase splicing reporter, luminescence, 30-36 h; Potency, µM (titrated, usually from 46.1 µM), inactives show at the top dose activity change, positive = activation, most hits filed as activators; AID 1458; also: % of control where 0% means no effect; nearly all actives have a fitted effect of over 55% in size
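HEK293 cells carry an SMN2 […]–luciferase reporter in which exon 7 inclusion puts luciferase in frame. Cells were plated 10-12 h before compound addition, then incubated 30-36 h at 37C. ONE-Glo luminescence was read; sodium butyrate at 4.5 mM final served as control.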
ALDH1A1 block: blocks purified human ALDH1A1 activity. P00352. Purified ALDH1A1, NADH fluorescence, propionaldehyde substrate. Potency, µM (highest dose often 75.3 µM), inactives show at the highest dose activity, negative = inhibition, usual class: inhibitors. 220,000 tested, 7.3% active. AID 1030; active = well fitted inhibition curve with a large enough effect, not every such curve was filed as active; inconclusive = small, poorly fitted or top-dose-only effect, or another doubt; inactive = no such curve, though single readings can be large or run the other way;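 also: plate controls were no enzyme wells and a reference inhibitor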
RECQ1 inh: RECQ1 (human) helicase inhibition. Potency, µM (series often up to 57.3 µM), for the others: at the top dose activity, negative = inhibition, most hits filed as inhibitors. RECQ1 DNA unwinding, red fluorescence kinetic read. AID 2549. 240,000 tested, 0.54% active. P46063;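 also: plate controls were vehicle for no effect and no enzyme for full effect; nearly all actives have a fitted effect of over 30% in size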
Target sequence (P46063 whole entry, looked up): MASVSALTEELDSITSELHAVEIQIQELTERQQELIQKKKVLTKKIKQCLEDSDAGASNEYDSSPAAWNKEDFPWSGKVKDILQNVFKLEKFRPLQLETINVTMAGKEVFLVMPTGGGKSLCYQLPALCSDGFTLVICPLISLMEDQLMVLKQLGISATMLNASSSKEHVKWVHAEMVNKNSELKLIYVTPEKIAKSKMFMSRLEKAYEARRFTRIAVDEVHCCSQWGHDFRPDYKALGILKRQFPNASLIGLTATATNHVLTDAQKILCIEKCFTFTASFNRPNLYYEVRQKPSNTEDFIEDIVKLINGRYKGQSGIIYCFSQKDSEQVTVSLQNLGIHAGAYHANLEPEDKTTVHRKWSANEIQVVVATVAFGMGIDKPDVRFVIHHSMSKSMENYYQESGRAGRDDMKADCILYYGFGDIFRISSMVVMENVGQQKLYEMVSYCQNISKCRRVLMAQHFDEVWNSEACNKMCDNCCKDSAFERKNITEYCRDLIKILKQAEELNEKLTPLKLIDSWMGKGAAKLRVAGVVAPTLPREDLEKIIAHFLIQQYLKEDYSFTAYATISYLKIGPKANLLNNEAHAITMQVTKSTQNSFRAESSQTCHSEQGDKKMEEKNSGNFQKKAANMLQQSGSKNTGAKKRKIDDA
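50 nM RECQ1T1 preincubated 15 min with compound in Tris pH 8.0 buffer with MgCl2, DTT, Tween-20 and 2.5 ug/ml poly(dI-dC); started with 200 nM TAMRA/BHQ-2 forked duplex and 2 mM ATP. Unwinding read as fluorescence (525/598 nm), two reads 2 h apart.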
KDM4E inh: JMJD2E (human) inhibition | JMJD2E catalytic domain, FDH-coupled NADH fluorescence (FDH is formaldehyde dehydrogenase) | Potency, µM (series often up to 57.1 µM), inactives show at the top dose activity change, negative = inhibition, most hits filed as inhibitors | 230,000 tested, 1.6% active; active = well fitted inhibition curve with a large enough effect, not every such curve was filed as active; inconclusive = small, poorly fitted or top-dose-only effect, or another doubt; inactive = no such curve, though single readings can be large or run the other way;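 also: 0% = wells with enzyme and -100% = buffer wells without enzyme; nearly all actives have a fitted effect of over 50% in size; many of its hits are not listed in these tables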
Target sequence (B2RXH2 1-337 limits assumed): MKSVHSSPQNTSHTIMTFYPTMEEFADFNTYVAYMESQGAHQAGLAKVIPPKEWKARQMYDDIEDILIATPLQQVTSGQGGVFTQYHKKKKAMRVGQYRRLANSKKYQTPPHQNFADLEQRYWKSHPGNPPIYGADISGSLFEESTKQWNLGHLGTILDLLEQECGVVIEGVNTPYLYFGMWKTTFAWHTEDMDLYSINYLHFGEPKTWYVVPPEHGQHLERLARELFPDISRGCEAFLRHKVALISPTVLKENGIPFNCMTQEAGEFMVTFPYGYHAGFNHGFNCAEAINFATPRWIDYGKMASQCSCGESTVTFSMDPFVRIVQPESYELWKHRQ
TexasRed fluor: Texas Red fluorescence interference in TRb-SRC2 counter-screen. Potency, µM (highest dose often 106 µM), for the others: top-dose fluorescence change, negative = quenching. TRb/SRC2 Texas Red total fluorescence interference. 280,000 tested, 0.29% active; active = well fitted curve in either direction with a large enough effect; inconclusive = small, poorly fitted or top-dose-only effect; also: % is scaled to controls: 0 for no effect and ±100 for the full control effect
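Human TRb ligand-binding domain at 0.6 uM with 20 nM Texas Red SRC2 peptide in Tris buffer containing 1 uM T3 and 5% DMSO, incubated with compound 5 h at ambient temperature. Total fluorescence (555/632 nm) calculated as parallel + 2 × perpendicular.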
TRb SRC2 PPI: inhibitors of human thyroid hormone receptor beta-SRC2 interaction; P10828; TRbeta-SRC2 peptide binding, fluorescence polarization; receptor liganded with 1 µM T3; Potency, µM (series often up to 106 µM), for the others: at the highest dose activity change, negative = inhibition, usual class: inhibitors; 280,000 tested, 0.065% active;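 also: plate controls were bound peptide for no effect and peptide without receptor for full effect; nearly all actives have a fitted effect of over 50% in size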
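TRb LBD 0.6 uM + Texas Red SRC2 peptide 20 nM, 1 uM T3, Tris buffer w/ 5% DMSO; compound pinned, 5 h RT; FP read ex 555/em 632; normalized to unbound and bound controls.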
GoLoco inh red: RGS12 GoLoco-Gai1 interaction inhibition. Gai1:RGS12 GoLoco peptide FP, rhodamine, 10 min. P63096. AID 880. Potency, µM (titrated, usually from 61.6 µM), inactives show at the top dose activity, negative = inhibition, actives largely listed as inhibitors. 230,000 tested, 0.44% active; active = well fitted inhibition curve with a large enough effect, not every such curve was filed as active; inactive = no such curve, though single readings can be large or run the other way; also: % is scaled to controls: 0 for no effect and ±100 for the full control effect; nearly all actives have a fitted effect of over 30% in size; many of its hits are not listed in these tables
LMNA splice mod: changes lamin A minigene splicing in HeLa cells | 200,000 tested, 0.01% active | Potency, µM (doses to about 46.1 µM), for the others: top-dose ratio change, negative = inhibition, actives largely listed as inhibitors | HeLa LMNA splicing GFP/RFP minigene ratio, 48 h; active = well fitted inhibition curve with a large enough effect in the signal ratio, with a control signal flat, not every such curve was filed as active; inconclusive = small, poorly fitted or top-dose-only effect, or effect the other way, or a change in a side signal; the % refers to the signal ratio; also: % is scaled to controls: 0 for no effect and ±100 for the full control effect
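Read-out is the ratio of GFP to DsRed2 object intensity, acquired by 488 nm laser-scanning cytometry on HeLa lamin A-EGFP minigene reporter cells. Compound incubation 48 hrs at 37 °C in Opti-MEM with 2% FBS; DMSO 0.5% final.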
Starred values were filed as active, the others as inactive; i = inactive; ? = inconclusive; · = not tested or not shown; & = joins results of further samples; [ ] = another dose, or the depositor's remark. Unless noted, calls follow the shape of the dose curve; as a rule, active = well fitted curve in the direction sought with a large enough effect; inconclusive = small, poorly fitted or top-dose-only effect, or another doubt; inactive = no such curve, though single readings can be large; an effect the other way counts as inactive or inconclusive. Potency is read from the fitted curve at half-maximal effect. An excerpt; count on the stated rates, not on these rows.

SMILES	SMN2 splice up	ALDH1A1 block	RECQ1 inh	KDM4E inh	TexasRed fluor	TRb SRC2 PPI	GoLoco inh red	LMNA splice mod
CC(SCC(=O)O)c1nc2ccccc2[nH]1 (configuration not stated)	·	·	i	-3%	-4%	0%	-3%	·
Cc1ccc(/C=C2/C(=O)N=C(N)N2C)s1	16%	4%	-9%	2%	-2%[53 µM]	5%[53 µM]	10%	2%
CCN(CC)S(=O)(=O)c1ccc(C(=O)Nc2cccc(C)c2)cc1	18%	?	-10%	-2%	0%	-2%	-2%	2%
N#Cc1cccc(-c2cncnc2NCc2ccccc2)c1	·	9%	i	·	·	·	-2%	2%
CCc1ccccc1NC(=O)Cn1nc(C(F)(F)F)cc1C1CC1	-6%	8%	i	4%	4%	5%	-2%	10%
O=C(Nc1cccc(Cl)c1)Nc1sccc1-c1nc2ccccc2s1	·	·	-8%	-27%	6%	6%	44%[activator]	·
COc1cccc(-n2cnc3cccc(N)c32)c1	-1%	?	-14%	-11%	-9%	2%	-2%	-3%
O=C(c1ccc2snnc2c1)N1CCOCC1	-16%	3%	-2%	-1%	-6%	2%	4%	1%
COc1ccc(NC(=O)CSC2CC(=O)N(c3ccc4c(c3)OCCO4)C2=O)cc1 (configuration not stated)	·	14µM*	-8%	-4%	0%	-2%	-8%	5%
COc1cc2c(cc1OC)C(c1ccccc1)N(C(=O)CSCC(=O)O)CC2 (configuration not stated)	12%	?	-7%	-3%	-8%	-3%	-15%	?
N#CC1=C(N)N(c2ccccc2)C2=C(C(=O)CCC2)C1c1ccccc1 (configuration not stated)	-7%	0%	6%	-27%	-9%	-1%	21%	?
O=C(O)c1cccc(S(=O)(=O)Nc2ccccc2-c2ccccc2)c1	-7%	7%	i	-11%	0%	-1%	5%	14%[46 µM]
COc1ccc(CCNC(=S)Nc2cccc3ccccc23)cc1	-1%	22µM*	-3%	-29%	1%	-9%	7%	?
Cc1ccc(S(=O)(=O)Nc2nc(C)c(C(=O)Nc3ccccc3)s2)cc1	?	-2%	-8%	1%	-1%	4%	6%	8%
O=S(=O)(c1ccc2oc(=S)[nH]c2c1)N1CCCCC1	·	20µM*	-4%	2%	-1%	-1%	-14%	·
CO[C@@H]1/C=C\CC(=O)N2CCC[C@@H]2C(=O)OC[C@H](C)C(=O)OC[C@H]1C	·	10%[13.5 µM]	-5%[11.5 µM]	·	1%[11.2 µM]	-6%[11.2 µM]	·	·
O=C(NNC(=O)c1ccc2ncccc2c1)c1ccc(Cl)cc1	-7%	-3%	10%	1%	-2%	3%	8%	-10%[46 µM]
C=CCN(c1ccc(C(=O)Nc2ccc3c(c2)OCO3)cc1)S(C)(=O)=O	·	-13%	-8%	-8%	-1%	-6%	4%	-2%[46 µM]
O=C(CSc1nnnn1-c1cccc2ccccc12)Nc1ccc(N2CCOCC2)c(Cl)c1	-34%[inhibitor]	1.8µM*	i	1%	0%	-7%	-5%	4%
Cc1nn(C)c(C)c1NC(=O)/C(C#N)=C\N(C)C	·	·	-2%	8%	-4%	-4%	3%	·
O=C(CN1CCOCC1)Nc1nc2ccc(Br)cc2s1	-26%	13µM*	i	-12%	-9%	-8%	-3%	-8%
COC(=O)c1scc(C)c1NC(=O)CSc1ccc(Cl)cc1	·	·	i	-22%	-5%	-9%	3%	·
O=C(NCc1ccc(F)cc1)c1noc2c1CCCCC2	-5%	?	0%	-1%	1%	2%	-3%	1%
Cc1csc(SCC(=O)N(C)c2c(N)n(Cc3ccccc3)c(=O)[nH]c2=O)n1	17%	1%	-3%	-4%	-9%	0%	-4%	-11%[46 µM]
Cc1ccc(C(=O)O/N=C(\c2ccccc2)c2ccncc2)cc1	-13%	?	-13%	-10%	0%	4%	0%	·
COC(=O)c1c(NC(=O)c2ccccc2)sc(C(=O)c2ccccc2)c1C	-15%	14µM*	-5%	-6%	-5%	-7%	18%	?
CSc1nc(-c2ccccc2)c(C#N)c(=O)n1C	8%	?	30%	?	-4%	-2%	9%	?
CC(C)=C(NC(=O)c1ccco1)C(=O)NCCc1nc2ccccc2[nH]1	23%	5%	0%	0%	-2%	-11%	-12%	6%
CC(=O)Nc1scc(-c2ccccc2)[n+]1-c1ccc(C)cc1	-18%	3%	-1%	-29%	-2%	-3%	4%	0%[46 µM]
CCc1cc2c(C)cc(=O)oc2cc1Oc1ncccc1[N+](=O)[O-]	-6%	-16%	1%	4%	-1%	-7%	2%	24%[46 µM]
O=C(NCCOCCNC(=O)OCc1ccccc1)OCc1ccccc1	-34%[inhibitor]	-3%	-2%	0%	0%	-13%	-2%	?
NC(=O)Cc1nc2scc(-c3ccc(Cl)cc3)c2c(=O)[nH]1	-24%	-1%	i	-3%	1%	0%	4%	?
O=C(O)c1ccc(NCc2cccnc2)cc1	·	?	-1%	-16%	-3%	2%	-11%	-3%
O=C(O)CCCN1C(=O)NC2NC(=O)NC21 (configuration not stated)	·	5%	-7%	5%	0%	5%	12%	-4%
Cc1c(C(=O)Nc2cccc(Cl)c2)oc2ccc(S(=O)(=O)N3CCC4(CC3)OCCO4)cc12	-12%	?	-8%	?	-10%	-4%	-9%	17%
COc1ccccc1-n1c(C)nnc1SCC(=O)NCc1ccccc1	6%	-1%	11%	5%	-7%	-4%	-10%	-9%
O=C(Nc1nc(-c2ccc3c(c2)OCO3)cs1)C1CC1	11µM*	-6%	-15%	-2%	-3%	-20%	3%	?
O=C(/C=C/c1ccc(OC(F)F)cc1)OCC(=O)N1CCN(C(=O)c2ccco2)CC1	-22%	18µM*	-9%	-5%	-1%	3%	-6%	-8%
CC(C)(C)C(=O)N1CCC(O)(CS(=O)(=O)c2ccc(Cl)c(Cl)c2)CC1	-9%	0%	i	1%	-5%	-3%	0%	5%[46 µM]
CCc1ccc(CN(C)Cc2nc(Cc3cccc(C(F)(F)F)c3)no2)nc1	·	-5%	i	-10%	-4%	-7%	-1%	·
Cc1sc2nc(CSCC(=O)N(C)c3ccccc3)[nH]c(=O)c2c1C	-23%	?	-8%	?	6%	-4%	80%[activator]	-7%
CCOc1cc2[nH]c(=S)n(CCC(=O)NCc3ccc(OC)cc3)c(=O)c2cc1OCC	0%	0%	i	-3%	-2%	-7%	7%	-1%
COC(=O)N/N=C\c1cc2c(cc1Br)OCO2	9%	-15%	6%	-3%	-8%	-6%	-23%	·
CCOC(=O)c1cn2c(C)cccc2n1	21%	2%	-2%	0%	-1%	6%	-7%	29%[46 µM]
Cn1nc(NC(=O)CC23CC4CC(CC(C4)C2)C3)c2c(F)cccc21	·	·	i	4%	-2%	-3%	7%	·
CC(=O)c1ccc(NC(=O)c2ccc(S(=O)(=O)c3ccccc3)cc2)cc1	-2%[1.84 µM]	0%	-5%	?	0%	3%	-6%	?
O=C(CSc1nc2cc(Cl)ccc2c(=O)n1Cc1ccco1)Nc1ccc(S(=O)(=O)N2CCOCC2)cc1	6%	7.9µM*	0%	-12%	1%	9%	10%	7%
C/C(N)=C(/C#N)C(=O)COc1ncnc2ccccc12	-7%	6%	-2%	4%	3%	0%	4%	16%
CCCCS(=O)CC(O)COc1ccc(C(C)(C)C)cc1 (configuration not stated)	·	-1%	5%	-6%	-2%	-20%	·	?
COc1cc(OC)c2c(=O)c(-c3ccc4c(c3)OCO4)coc2c1	?	?	-18%	-5%	-2%	-1%	-4%	-6%
Next section:
SMILES	SMN2 splice up	ALDH1A1 block	RECQ1 inh	KDM4E inh	TexasRed fluor	TRb SRC2 PPI	GoLoco inh red	LMNA splice mod
O=C(NC(=S)Nc1ccccc1N1CCOCC1)c1ccc(-c2cccc(Cl)c2)o1	11%	6%	-15%	4%	3%	-11%	0%	-13%
COc1ccc(N2C(=O)[C@@H]3[C@H](C2=O)[C@H]2c4ccccc4C=CN2[C@@H]3C(C)=O)cc1	-1%	32µM*	-9%	?	0%	-6%	37%	-6%
CCCC(=O)NCCc1cc2ccc(C)c(C)c2[nH]c1=O	19%	?	-8%	-12%	-4%	-2%	5%	-8%
CCC[C@@H]1C[C@@]1(CCC)[C@@H](NC(=O)c1ccccc1)c1ccc(C(=O)OC)cc1	-21%&-18%	9%&-6%	-18%&-15%	-2%&1%	-2%&2%	6%&2%	-11%&1%	-15%
CCOC(=O)c1ccc(NC(=O)CSc2nnc(C3CCCCC3)n2C)cc1	-27%	?	-1%	7%	1%	-7%	5%	-10%
CCCOCCOC(=O)C1=C(C)NC(=O)NC1c1cc(Cl)c(O)c(OC)c1 (configuration not stated)	-7%	1%	7%	1%	-5%	0%	-6%	4%
COc1cccc(/C=N/NC(=O)CC(=O)NCCc2ccccc2)c1OC	5%	?	-5%	?	-1%	-1%	-5%	?
O=c1[nH]c2cnccc2n1-c1ccccc1	-3%	-3%	i	-17%	2%	-10%	3%	-5%
CCOC(=O)c1cnc2c(Cl)cccc2c1NCCN(C)C	-4%	-3%	14%	-12%	1%	-8%	-5%	2%
C=CCn1c(CSCc2ccccc2)nnc1SCC(=O)N1CCN(c2ccccc2)CC1	·	0.79µM*	-6%	0%	3%	4%	·	-15%
O=C(Cc1ccc(-c2ccccc2)cc1)NCCN1CCOCC1	-12%	-1%	-7%	1%	-3%	-2%	3%	6%
COc1cc(C(=O)N(CCc2ccccc2)C2CC3CCC(C2)N3C)cc(OC)c1OC (configuration not stated)	29%	?	1%	-6%	-4%	-4%	3%	-2%
CC(C)c1onc(C(=O)NCc2ccccn2)c1[N+](=O)[O-]	-3%	2%	i	4%	-1%	-4%	-8%	26%[46 µM]
CCOc1ccc(NC(=O)C2CSC(c3ccncc3)=N2)cc1 (configuration not stated)	-16%	-4%	-2%	-1%	0%	7%	7%	2%
O=C(Nc1ccc(C(O)(C(F)(F)F)C(F)(F)F)cc1)c1ccc(Cl)c([N+](=O)[O-])c1	-18%	-5%	-13%	-10%	-3%	-12%	5%	?
Cc1ccc(OCC(=O)Sc2ccc(C)cc2)cc1	0%	8%	i	1%	1%	-1%	-2%	3%

Compound activity as filed in PubChem.
